# Source: PubChem BioAssay (several laboratories)
# OPRM1-OPRD1 ag: OPRM1-OPRD1 heterodimerization agonism; activation, % at 9.3 µM; AID 504326; cells, luminescence; P35372+P41143; 340,000 tested, 0.3% active; in the data active = activation above about 18%;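 note: 0% = vehicle-treated cells and 100% = reference agonist; values of inactives mirror those of a sister screen read the other way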
# MOR-DOR inv ag: inverse agonist of human OPRM1-OPRD1 heterodimerization; inhibition, % at 9.3 µM; 340,000 tested, 0.21% active; P35372+P41143; cell-based MOR-DOR heterodimer luminescence, inverse agonism; in the data active = inhibition above about 22%, passing the limit was not always enough;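 note: 0% = cells with DMSO and 100% = wells without cells with DMSO; values of inactives mirror those of a sister screen read the other way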
# PKA-R2B act: activates the human PKA-R2B holoenzyme complex; activation, % at 11.4 µM; 340,000 tested, 0.079% active; PKA-R2B holoenzyme dissociation, Cy5-IP20 fluorescence polarization; R2B truncated from residue 108, S112A mutant; 0% DMSO only, 100% 113 µM cGMP;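 active = activation above a cutoff set at the mean over all compounds plus 3 SD, cut at about 18% in these data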;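 note: higher means more holoenzyme dissociation and a rise in polarization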
# Arr AP2 block: blocks beta-arrestin peptide binding to AP2 adaptin | FITC-arrestin peptide / GST-AP2 beads, flow cytometry; AP2 beta2 appendage carries R879A mutation | inhibition, % at 10 µM | 340,000 tested, 0.31% active | AID 504490;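 active = inhibition above a set limit, near 3 SD of compounds lacking own fluorescence, cut at about 54% in these data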;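 note: plate controls were DMSO wells for no effect and 5 µM unlabelled arrestin peptide for full effect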
#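 System: GST-tagged AP2 beta2-adaptin appendage (R879A) on 4 µm glutathione beads / Reagent: FITC-arrestin peptide, 50 nM / Detection: HyperCyt-sampled flow cytometry, FL1 channel, ex 488/em 535 nm / Timing: 12 min plus 1 h, RT / Buffer or medium: PBS plus Tween 20 (0.05%) and BSA (0.1%)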
# DSG3 Ab inh: blocks pemphigus antibody binding to human desmoglein-3; P32926; DSG3-coupled beads, scFv-anti-DSG3-GFP binding, flow cytometry; stronger effect = lower value; binding (percent of control), % at 10 µM; 310,000 tested, 0.48% active;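 active = binding more than 3 SD below its plate's average and above zero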;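 note: hits lower antibody fragment binding to DSG3; some compounds called inactive have numbers as strong as hits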
# HTR5A inv ag: counter-screen for OPRM1-OPRD1 inverse agonists: human HTR5A inverse agonism; inhibition, % at 9.3 µM; HTR5A cell line, luminescence; P47898; 340,000 tested, 0.083% active; in the data active = inhibition mostly above about 23%, no sharp cut-off; inactive = mostly below about 18%;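 note: 0% = cells with DMSO and 100% = no-cell wells with DMSO; some compounds called inactive have numbers as strong as hits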
# Target sequence (P47898 whole entry, looked up): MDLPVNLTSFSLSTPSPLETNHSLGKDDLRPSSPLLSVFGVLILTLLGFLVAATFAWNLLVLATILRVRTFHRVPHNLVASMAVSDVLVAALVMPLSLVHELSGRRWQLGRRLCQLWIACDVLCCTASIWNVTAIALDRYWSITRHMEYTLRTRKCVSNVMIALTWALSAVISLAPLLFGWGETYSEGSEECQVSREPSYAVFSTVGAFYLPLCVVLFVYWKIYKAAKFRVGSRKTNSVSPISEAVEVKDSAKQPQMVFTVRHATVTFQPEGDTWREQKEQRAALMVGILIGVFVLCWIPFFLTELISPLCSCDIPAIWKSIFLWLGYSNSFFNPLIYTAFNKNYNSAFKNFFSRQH
# DAGLB inhibitor: blocks human DAGLB lipase activity; Q8NCG7; HEK293T DAGLB membrane lysate, EnzChek fluorogenic substrate; inhibition, % at 5.17 µM; 340,000 tested, 0.059% active; AID 504411; in the data active = inhibition above about 34%;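 note: 0% = enzyme with vehicle and 100% = wells lacking enzyme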
# Target sequence (Q8NCG7 whole entry, looked up): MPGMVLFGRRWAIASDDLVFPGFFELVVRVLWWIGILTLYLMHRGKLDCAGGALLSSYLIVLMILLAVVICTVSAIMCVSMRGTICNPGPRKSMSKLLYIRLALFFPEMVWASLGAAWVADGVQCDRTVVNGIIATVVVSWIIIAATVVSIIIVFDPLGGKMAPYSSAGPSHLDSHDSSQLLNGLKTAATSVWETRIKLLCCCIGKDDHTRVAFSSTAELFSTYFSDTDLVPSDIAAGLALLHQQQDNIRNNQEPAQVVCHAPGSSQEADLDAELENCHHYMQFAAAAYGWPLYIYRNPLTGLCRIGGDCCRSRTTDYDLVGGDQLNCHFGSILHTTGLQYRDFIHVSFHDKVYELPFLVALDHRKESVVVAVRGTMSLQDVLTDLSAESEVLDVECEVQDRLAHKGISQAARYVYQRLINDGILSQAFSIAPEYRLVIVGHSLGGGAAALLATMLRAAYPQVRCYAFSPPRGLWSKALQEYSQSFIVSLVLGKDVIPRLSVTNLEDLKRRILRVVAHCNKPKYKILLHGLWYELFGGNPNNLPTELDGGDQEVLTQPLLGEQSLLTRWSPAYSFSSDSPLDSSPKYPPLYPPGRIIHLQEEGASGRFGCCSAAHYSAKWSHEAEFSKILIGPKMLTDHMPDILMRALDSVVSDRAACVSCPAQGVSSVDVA
# V-ATPase pH: regulators of yeast V-ATPase proton transport; S. cerevisiae, pHLuorin cytosolic pH fluorescence; response, % at 10 µM; 350,000 tested, 0.37% active; AID 504577; in the data active = response mostly above about 7.3%, no sharp cut-off; inactive = mostly below about 5.4%; note: actives read high; inactives centre near 0; some compounds called inactive have numbers as strong as hits; reference of the scale not given here
# PKA-R1A act: activates the PKA-R1A holoenzyme complex; P00514+P68181; PKA-R1A dissociation, Cy5-IP20 fluorescence polarization; scaled: DMSO 0%, 113 µM cGMP 100%; activation, % at 11.4 µM; 340,000 tested, 0.083% active; AID 504707;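 active = percent activation above the mean of all tested compounds plus 3 SD, cut at about 19% in these data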;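 note: higher means more PKAc released from R1A so a rise in polarization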
# HTR5A ag: counter-screen for OPRM1-OPRD1 agonists: human HTR5A agonism; HTR5A agonist assay, luminescence, cell-based; 340,000 tested, 0.61% active; activation, % at 9.3 µM; AID 504692; P47898; in the data active = activation mostly above about 9.5%, no sharp cut-off; inactive = mostly below about 7.6%;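 note: 0% = cells with vehicle only and 100% = reference agonist; strong numbers were not always called active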
# * hit, by the source's call; nt = not tested or not shown. Hits appear at their usual frequency; overall some 2.4% were active at least once.
SMILES,OPRM1-OPRD1 ag,MOR-DOR inv ag,PKA-R2B act,Arr AP2 block,DSG3 Ab inh,HTR5A inv ag,DAGLB inhibitor,V-ATPase pH,PKA-R1A act,HTR5A ag
CC(C)C(C(=O)NCc1ccco1)N(CC1CCCO1)C(=O)CNS(=O)(=O)c1ccc(F)cc1 (configuration not stated),0.2,-2,-10,-6,91,-12,1,-3,-6,4
COc1ccc(-c2cc(-c3cc(C)ccc3O)[nH]n2)cc1,7.6,-44,-11,3,102,-16,-3,1,5,6
COCC1CCCN(C(=O)c2cc(COc3cncc(Cl)c3)on2)C1 (configuration not stated),-2.5,13,-8,-13,103,-2,2,-1,-5,1
O=C(COC(=O)c1ccc(O)cc1)Nc1ccc2c(c1)OCO2,-1.0,5,-4,7,88,-9,0,4,-1,3
O=c1oc2ccc(NS(=O)(=O)c3cccc4cccnc34)cc2s1,-0.1,0,-2,-11,121,-10,8,3,-3,3
CCCc1nnc(SCC(=O)Nc2ccccc2F)o1,-2.7,15,-11,4,114,-14,-1,5,1,5
Oc1cc(O)c2c(c1)O[C@H](c1ccc(O)c(O)c1)[C@@H](O)C2,-0.3,2,-10,4,110,-3,1,1,0,7
NS(=O)(=O)c1ccc(NC(=O)COC(=O)c2ccc(Cl)nc2)cc1,-3.8,19,-14,35,98,13,0,1,-1,-1
Cn1cnnc1SCC(=O)c1ccc2c(c1)NC(=O)CO2,-2.5,10,-16,-3,109,12,2,2,-1,-5
O=C(Nc1cc(C(F)(F)F)ccc1N1CCOCC1)c1ccco1,-1.7,10,2,24,107,-9,0,4,9,3
COC(=O)CNc1cc(S(=O)(=O)N2CCCCC2)ccc1Oc1cccc(C)c1,-2.1,14,-5,0,nt,-12,-4,-3,-10,-5
O=C(Nc1ccc(Br)cc1)C1CCN(C(=O)c2ccc(F)cc2)CC1,0.0,0,-10,3,104,-20,-2,-2,-5,8
O=C1OC(c2ccccc2)(c2ccccc2)c2ccccc21,1.2,-6,-14,1,nt,-4,-4,2,-5,1
CN(C)/C=C(/C(=O)c1ccccc1)S(=O)(=O)c1ccc(Cl)cc1,-1.1,6,-2,4,103,3,1,1,3,-1
COC(=O)C1C(=O)/C(=C(/C)N2CCCC2)C(=O)CC1(C)C (configuration not stated),-2.0,11,-1,5,100,-5,0,0,-10,2
COc1ccc(NC(=O)COC(=O)c2ccc(F)cc2F)cc1,-0.8,4,2,-11,nt,-10,-1,2,-4,4
CCCCNC(=O)C1CCN(S(=O)(=O)N2CCCCCC2)CC1,-2.2,12,4,5,118,-10,1,-1,-1,-1
COc1ccc(CCN2CN(S(=O)(=O)c3ccccc3)c3nc4ccccc4nc32)cc1,-2.1,12,-1,-10,nt,-17,-2,-2,3,-4
CC(C)C(=O)N1CCN(c2cc(N3CCN(C)CC3)c(F)cc2[N+](=O)[O-])CC1,-2.7,14,6,-23,101,7,2,-1,1,-3
CCOC(=O)c1ccc(NC(=O)Cn2nnc(-c3ccccc3)n2)cc1,8.6,-49,-10,4,101,1,-7,-1,5,-3
CCOc1cc(CNc2ccccc2)cc(Br)c1OCc1ccccc1F,1.3,-7,10,1,nt,3,-14,6,-2,-3
CCOc1ccc(CCNC(=O)CN2C(=O)c3cccnc3Oc3ccc(Cl)cc32)cc1,-3.6,19,-2,1,100,9,1,1,-8,0
C=CCn1c(C)nnc1SCC(=O)Nc1cc(S(=O)(=O)N2CCCC2)ccc1Cl,0.8,-5,-4,-15,108,9,2,6,-5,-3
CC(NCc1ccc(S(N)(=O)=O)cc1)C(=O)Nc1cc([N+](=O)[O-])ccc1Cl (configuration not stated),-0.8,4,-10,12,nt,-7,0,-4,-4,6
CCn1nc(CC(=O)Nc2nnc(CC(=O)N3CCOCC3)s2)c2ccccc2c1=O,-0.6,3,-4,7,102,-8,2,-5,10,4
O=S(=O)(NCCc1ccccc1)c1cccc2cccnc12,-2.6,13,-6,25,104,-5,-3,1,-2,2
Cc1cc(C)c(NC(=O)CSc2nc(=O)n(CCN3CCOCC3)c3c2CCCC3)c(C)c1,-0.1,1,1,-6,96,5,2,-1,-10,-2
C[C@H](CO)N1C[C@H](C)[C@H](CN(C)CC2CC2)Oc2ccc(NC(=O)CCN3CCOCC3)cc2C1=O,-1.9,9,-3,-4,99,7,-3,0,-5,-2
O=C(COc1ccccc1F)NNC(=O)c1cccc(-n2cccc2)c1,-1.2,6,0,-13,122,-8,-3,8,-5,-4
COc1ccc(S(=O)(=O)NC(CC(=O)NCCc2ccc(OC)c(OC)c2)c2ccco2)cc1 (configuration not stated),-1.4,7,-2,-4,93,10,2,-4,-7,4
O=C(NCCc1ccc(Cl)cc1)Nc1cccc(Cl)c1,4.4,-24,-6,26,90,10,-12,-5,1,-4
COc1cccc(/C=N/NC(=S)Nc2cccc(C(=O)O)c2)c1,-4.6,23,1,4,97,3,-2,1,-1,-1
Cc1ccnc(SCC(=O)N2CCN(c3cccc(Cl)c3)CC2)n1,-2.6,15,0,18,104,2,-2,-1,-9,0
O=C(CSc1nc2ccccc2o1)N1CCOCC1,-3.3,17,-3,-4,101,8,-1,-4,-9,-4
Cc1ccc(S(=O)(=O)N2CCCCC2)cc1NC(=O)C1=NN(c2ccccc2)C(=O)CC1,-0.5,2,-1,-1,94,-8,-3,-1,-4,3
O=C(C[n+]1ccc2ccccc2c1)Nc1cc(C(F)(F)F)ccc1Cl,-0.7,3,11,1,158,8,1,-3,-6,2
O=C1COCCOCCOCC(=O)NCCN1,-3.0,16,8,21,105,-7,0,0,-2,3
CCCn1nnnc1NC(=O)CSc1ccc(Cl)cc1,-4.0,18,0,3,nt,-1,2,0,-8,2
CCc1nnc(SCC(=O)Nc2nnc(C)s2)n1CC1CCCO1 (configuration not stated),-1.2,7,-17,0,nt,7,-1,-3,-7,5
Cn1ccnc1Sc1ccc(C=O)cc1[N+](=O)[O-],-1.4,7,4,16,108,-3,-1,-1,0,1

# Ordered by molar mass (low to high): 3 of the compounds above
SMILES,OPRM1-OPRD1 ag,MOR-DOR inv ag,PKA-R2B act,Arr AP2 block,DSG3 Ab inh,HTR5A inv ag,DAGLB inhibitor,V-ATPase pH,PKA-R1A act,HTR5A ag
Cn1ccnc1Sc1ccc(C=O)cc1[N+](=O)[O-],-1.4,7,4,16,108,-3,-1,-1,0,1
CCCn1nnnc1NC(=O)CSc1ccc(Cl)cc1,-4.0,18,0,3,nt,-1,2,0,-8,2
Cc1cc(C)c(NC(=O)CSc2nc(=O)n(CCN3CCOCC3)c3c2CCCC3)c(C)c1,-0.1,1,1,-6,96,5,2,-1,-10,-2

# (further entries)
SMILES,OPRM1-OPRD1 ag,MOR-DOR inv ag,PKA-R2B act,Arr AP2 block,DSG3 Ab inh,HTR5A inv ag,DAGLB inhibitor,V-ATPase pH,PKA-R1A act,HTR5A ag
CCOC(=O)C1CCN(C(=O)c2ccc3c(c2)NC(=O)/C(=C\c2cccc(C)c2)S3)CC1,1.8,-9,-2,23,nt,4,2,-3,1,-4
COCc1ccc(C(=O)N2CCCC(C(=O)c3cc(F)ccc3F)C2)s1 (configuration not stated),-2.7,14,-6,10,102,18,-3,0,10,4
CCCCC1=CC2=C(c3ccco3)C(=O)C(C)(OC(=O)c3ccc(OC)cc3)C(=O)C2=CN1Cc1ccccc1 (configuration not stated),1.0,-5,3,33,102,19,6,14,1,-8
CC(=O)c1ccc(NCC2COc3ccccc3O2)c([N+](=O)[O-])c1 (configuration not stated),-0.6,3,-4,20,103,-5,-5,2,-3,2
CC(C)c1cccc(C(C)C)c1NC(=O)COC(=O)c1ccc2c(c1)S(=O)(=O)c1ccccc1C2=O,-0.4,2,-6,5,101,-6,5,-2,9,1
CCOc1ccc(S(=O)(=O)NNC(=S)Nc2ccc(Br)cc2)cc1,-2.9,13,-10,15,98,2,0,4,1,1
CN1CCN(c2nc3c(c(=O)n(C)c(=O)n3C)n2CC(=O)C23CC4CC(CC(C4)C2)C3)CC1,-2.1,11,-12,-7,99,19,-4,0,-7,-6
O=C(Nc1nc2ccc(F)cc2s1)Oc1ccccc1,1.2,-10,-8,27,110,-13,3,2,-2,4
Cc1ccc(S(=O)(=O)NC(CC(=O)NCC2CCCO2)c2ccco2)cc1 (configuration not stated),-3.0,14,-16,-13,99,-17,1,-3,8,6
Cc1ccc(S(=O)(=O)Nc2cccc(C(=O)N3CCOCC3)c2)c(C)c1NS(C)(=O)=O,-2.5,14,-4,0,90,12,-2,-1,1,1
CCOC(=O)COc1cc([N+](=O)[O-])cc2cccnc12,14,-71,-7,-1,96,-25,2,3,-18,0
COc1ccc(Cc2c(O)nc(SCC(=O)N3CCCCCC3)[nH]c2=O)cc1,-0.4,2,4,1,89,12,1,2,1,-3
Cc1ccc(C(C(=O)NC2CCCCC2)N2CCC3(CC2)OCCO3)cc1 (configuration not stated),-2.0,11,-7,-1,101,11,1,-2,0,1
CSc1nc(N)nc2c1ncn2C1OC(CO)CC1O (configuration not stated),-2.0,10,8,-8,nt,8,0,0,12,-2
COc1ccc(N2CCN(S(=O)(=O)CCNC(=O)CCCc3ccccc3)CC2)cc1,-0.1,1,7,8,102,-7,1,6,-15,3
Cc1nn(CCN)c(C)c1Cl,-0.2,1,0,37,96,-2,0,-3,0,1
CCOC(=O)c1ccccc1NC(=O)c1cncc(Br)c1,4.1,-24,-5,26,111,-2,-9,1,-12,3
CN(C)CC(C)(C)CNCc1cc(=O)oc2ccc3ccccc3c12,0.9,-7,5,-16,112,-4,1,1,0,1
CN(C)N=Nc1ccc2nc[nH]c2c1,-0.6,3,1,-7,112,9,0,-4,-12,3
O=C(NC(=S)Nc1ccc(S(=O)(=O)Nc2nccs2)cc1)c1cccc(F)c1,-1.0,6,8,4,97,19,3,-3,2,1
COCCNC(=O)c1ccccc1NS(=O)(=O)c1ccc(Br)s1,0.7,-4,7,-7,106,-11,2,1,0,4
CC1CCC2(CC1)NC(=O)N(CC(=O)NC(=O)NC1CCCC1)C2=O (configuration not stated),1.7,-10,-8,3,101,8,3,-2,2,-4
CC1(C)CC(=O)C2=C(C1)Nc1cc3c(cc1C2c1ccc2c(c1)OCO2)OCO3 (configuration not stated),-1.6,8,5,-7,107,4,2,-2,-5,-1
C[C@H](NC(=O)N1CCn2c1nc1ccccc12)C(=O)NCc1ccc2c(c1)OCO2,nt,nt,8,20,103,nt,-2,-4,-12,nt
O=C(OCCC1Oc2cccnc2NC1=O)c1ccc(Cl)cc1 (configuration not stated),0.7,-3,0,-9,nt,3,3,-1,-8,-1
COc1ccc([C@H]2C[C@@H](n3cc(C4CC4)nn3)[C@H](O)CN2C(=O)C2CCCCC2)cc1,nt,nt,-7,nt,102,nt,0,0,4,nt
CC(Sc1ccccn1)C(=O)Nc1ccc2c(c1)OCCO2 (configuration not stated),-1.9,7,-1,-4,109,2,-1,2,8,-1

# 3 of the entries above in order of the MOR-DOR inv ag value, ascending:
smiles	MOR-DOR inv ag
COCCNC(=O)c1ccccc1NS(=O)(=O)c1ccc(Br)s1	-4
CC(Sc1ccccn1)C(=O)Nc1ccc2c(c1)OCCO2 (configuration not stated)	7
CC1(C)CC(=O)C2=C(C1)Nc1cc3c(cc1C2c1ccc2c(c1)OCO2)OCO3 (configuration not stated)	8
